Assay outcomes deposited in PubChem BioAssay by several laboratories.
OPRM1-OPRD1 ag: OPRM1-OPRD1 heterodimerization agonism | P35372+P41143 | cells, luminescence | activation, % at 9.3 µM | 0.3% of 340,000 active | AID 504326; in the data active = activation above about 18%;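 also: 0% = vehicle-treated cells and 100% = reference agonist; values of inactives mirror those of a sister screen read the other way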
Wnt bcat act: activators of Wnt/beta-catenin signaling; Wnt/beta-catenin reporter cell assay, activator, plate reader; activation, % at 9.35 µM; 1.2% of 300,000 active; in the data active = activation above about 30%, passing the limit was not always enough;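 also: 0% = neutral control wells and 100% = positive control wells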
Keap1-Nrf2 PPI: Keap1-Nrf2 (human) interaction inhibition | Q14145 | Keap1 Kelch-Nrf2 peptide fluorescence polarization, 1536-well | inhibition, % at 9.4 µM | 0.15% of 340,000 active; in the data active = inhibition above about 12%;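 also: human Keap1 Kelch domain with fluorescein labeled Nrf2 9mer peptide probe; 0% = neutral control wells and 100% = peptide positive control; higher means more block of Keap1 binding to Nrf2 peptide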
MOR-DOR inv ag: inverse agonists of human mu-delta opioid receptor heterodimerization | P35372+P41143 | cell-based MOR-DOR heterodimer luminescence, inverse agonism | inhibition, % at 9.3 µM | 0.21% of 340,000 active | AID 504357; in the data active = inhibition above about 22%, passing the limit was not always enough;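 also: 0% = cells with DMSO and 100% = wells without cells with DMSO; values of inactives mirror those of a sister screen read the other way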
Pemphigus Ab inh: blocks pemphigus antibody binding to human desmoglein-3. DSG3-coupled beads, scFv-anti-DSG3-GFP binding, flow cytometry; active compounds read low. binding (percent of control), % at 10 µM. AID 588358. 0.48% of 310,000 active. P32926;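 active = binding more than 3 SD below its plate's average and above zero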;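 also: hits lower antibody fragment binding to DSG3; some compounds called inactive have numbers as strong as hits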
Target sequence (P32926 whole entry, looked up, the tested form may be a part): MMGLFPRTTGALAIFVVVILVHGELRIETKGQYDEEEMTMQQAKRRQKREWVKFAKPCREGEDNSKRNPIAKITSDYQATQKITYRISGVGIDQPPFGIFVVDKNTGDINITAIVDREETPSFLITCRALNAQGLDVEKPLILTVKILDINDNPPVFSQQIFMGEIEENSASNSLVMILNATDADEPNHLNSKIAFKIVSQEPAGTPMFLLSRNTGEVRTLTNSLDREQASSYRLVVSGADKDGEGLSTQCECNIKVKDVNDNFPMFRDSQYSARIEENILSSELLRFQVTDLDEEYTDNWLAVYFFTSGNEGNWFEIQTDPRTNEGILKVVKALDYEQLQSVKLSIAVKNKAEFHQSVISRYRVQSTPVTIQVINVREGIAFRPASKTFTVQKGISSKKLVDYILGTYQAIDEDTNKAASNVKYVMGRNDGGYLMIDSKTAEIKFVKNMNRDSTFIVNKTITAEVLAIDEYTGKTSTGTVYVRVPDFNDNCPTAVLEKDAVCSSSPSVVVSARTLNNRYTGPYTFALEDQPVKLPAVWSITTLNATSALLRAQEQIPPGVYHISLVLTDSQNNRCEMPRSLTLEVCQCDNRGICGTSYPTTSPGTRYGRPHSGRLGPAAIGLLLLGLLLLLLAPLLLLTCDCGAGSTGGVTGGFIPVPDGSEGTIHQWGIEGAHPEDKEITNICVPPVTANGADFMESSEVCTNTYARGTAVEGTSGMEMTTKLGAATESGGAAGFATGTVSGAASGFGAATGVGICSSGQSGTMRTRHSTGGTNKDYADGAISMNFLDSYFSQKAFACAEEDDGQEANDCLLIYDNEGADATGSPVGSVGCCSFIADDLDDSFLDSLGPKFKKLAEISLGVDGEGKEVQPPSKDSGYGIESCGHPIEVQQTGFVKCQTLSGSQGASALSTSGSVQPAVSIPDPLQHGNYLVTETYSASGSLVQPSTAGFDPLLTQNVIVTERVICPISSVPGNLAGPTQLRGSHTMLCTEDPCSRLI
Arr AP2 block: human beta-arrestin and AP2 interaction inhibition; 0.31% of 340,000 active; inhibition, % at 10 µM; FITC-arrestin peptide / GST-AP2 beads, flow cytometry; AP2 beta2 appendage carries R879A mutation; AID 504490;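 active = inhibition above a set limit, near 3 SD of compounds lacking own fluorescence, cut at about 54% in these data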;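 also: plate controls were DMSO wells for no effect and 5 µM unlabelled arrestin peptide for full effect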
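Measured by: flow cytometry, FL1 (488/535 nm); Material: AP2 appendage R879A on GSH beads; Evaluation: percent response; Timing: pre-incubation 12 min, peptide binding 1 h, room temperature; Also added: 50 nM FITC-arrestin peptide; Medium: PBS with 0.05% Tween 20 and 0.1% BSA.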
V-ATPase pHluor: regulators of yeast V-ATPase proton transport | 0.37% of 350,000 active | response, % at 10 µM | S. cerevisiae, pHLuorin cytosolic pH fluorescence | AID 504577; in the data active = response mostly above about 7.3%, no sharp cut-off; inactive = mostly below about 5.4%; also: actives read high; inactives centre near 0; some compounds called inactive have numbers as strong as hits; reference of the scale not given here
Cardiac RTF inh: cardiac RTF calcium desensitization. AID 493244. IANBD-labeled cardiac RTF, Ca2+ fluorescence. 0.12% of 340,000 active. inhibition, % at 7.15 µM;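 active = inhibition above the mean inhibition of all tested compounds plus 3 SD, cut at about 17% in these data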;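 also: assay run at fixed EC70 calcium of 1.6 mM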
RTF Ca sens act: increases calcium sensitivity of human cardiac regulated thin filaments. P19429+P45379. IANBD-labeled TnC RTF fluorescence at EC20 calcium; 0% EC20 calcium, 100% full calcium. activation, % at 7.2 µM. 0.24% of 340,000 active. AID 493008;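 active = activation above the mean over all tested compounds plus 3 SD, cut at about 30% in these data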;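 also: rise in fluorescence read as greater calcium sensitivity of cardiac thin filaments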
C-LANA FP: KSHV C-LANA DNA binding inhibition; MBP-C-LANA/FAM-LBS DNA binding, fluorescence polarization; inhibition, % at 9 µM; 0.078% of 340,000 active; AID 504423;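 active = highest replicate inhibition at or above 60% at 9 µM, even if other replicates fall short; inactive = all replicates below 60% inhibition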;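 also: 0% = neutral control wells and 100% = 4 µM acridine orange control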
Starred values were filed as active, the others as inactive; x = no result given.

SMILES | OPRM1-OPRD1 ag | Wnt bcat act | Keap1-Nrf2 PPI | MOR-DOR inv ag | Pemphigus Ab inh | Arr AP2 block | V-ATPase pHluor | Cardiac RTF inh | RTF Ca sens act | C-LANA FP
CC(CC(=O)N1CCc2ccccc21)S(=O)(=O)c1ccc2c(c1)NC(=O)CO2 (centres undefined) | -1.7 | -1 | 0 | 9 | x | -6 | -7 | -5 | -1 | 0.3
Cc1ccc(S(=O)(=O)N(CC(=O)NCc2ccncc2)Cc2ccccc2F)cc1 | -0.8 | 1 | -2 | 4 | 103 | 7 | -1 | -21 | 1 | 1.5
CCCCNC(=O)C1CCCN1C(=O)NC1CCCCC1 (centres undefined) | -2.9 | -3 | 2 | 17 | 105 | 22 | -2 | 1 | 6 | -0.5
CC1=C(C(=O)Nc2ccc(F)cc2)C(c2cccc(C)c2)n2nc(CCCO)nc2N1 (centres undefined) | 0.4 | 3 | -9 | -2 | 105 | 3 | 1 | -14 | 9 | -0.4
Cc1cc(C)cc(NC(=O)CCc2nc3ccccc3[nH]2)c1 | -0.7 | -6 | 0 | 5 | 96 | 11 | -5 | 6 | -4 | 0.3
Cc1nnc(NC(=O)CN2C(=O)NC3(CCCC3)C2=O)s1 | -0.7 | 0 | 0 | 5 | 97 | -6 | -1 | -16 | -1 | -1.0
CCOC(=O)CNC(=O)c1cc(OC)cc(OC)c1 | -0.2 | 0 | -6 | 1 | 91 | 6 | 0 | -5 | 6 | -0.3
COc1ccc(S(=O)(=O)N(C)C)cc1NC(=O)CCNC(=O)c1ccco1 | -1.9 | -1 | 3 | 10 | 108 | -5 | -4 | -29 | -3 | 1.1
O=C(Nc1ccncc1)c1ccc(Cl)c([N+](=O)[O-])c1 | 2.8 | -3 | 4 | -14 | 84 | 1 | 0 | -7 | 12 | 0.3
CC(OC(=O)CCCc1nc2ccccc2s1)C(N)=O (centres undefined) | 0.0 | x | -7 | 0 | 94 | -1 | 0 | -4 | 3 | -1.6
Cc1nccc(-c2cccc(NC(=O)c3ccccc3Cl)c2)n1 | -1.1 | -4 | -3 | 6 | 106 | 20 | -2 | -3 | -2 | -0.7
CC(C)(C)OC(=O)CNC(=O)c1nc[nH]c1C(=O)NCC(=O)OC(C)(C)C | -1.4 | 1 | -1 | 8 | 108 | 0 | 2 | -1 | -2 | 0.0
O=C1C2C3C=CC(C3)C2C(=O)N1Nc1ccccc1 (centres undefined) | -0.5 | 0 | 1 | 3 | x | -21 | 7 | -7 | 11 | -0.2
O=c1oc2ccccc2c2c1ncn2C1CCCCC1 | -1.0 | x | -7 | 5 | 105 | 2 | 5 | -11 | -3 | 1.0
Cc1ccc2oc(=O)n(CCOc3ccccc3)c2c1 | -2.7 | -1 | -4 | 12 | 105 | -19 | -3 | 8 | 7 | 1.7
Cc1cc(C)n(CCNC(=O)C2CCC(=O)N(Cc3ccc(Cl)cc3)C2)n1 (centres undefined) | -1.6 | 2 | 0 | 8 | 105 | 36 | -3 | -13 | -2 | 1.6
COc1cc2c(cc1NC(=O)Nc1ccc(C)cc1)oc1ccccc12 | 3.8 | x | 0 | -20 | 102 | 12 | -3 | -6 | -5 | -0.3
CC(C)Oc1ccc(C(=O)NCC(=O)O)cc1 | 0.4 | -1 | -6 | -2 | 77 | 0 | -3 | -4 | 3 | 3.0
COc1ccc(N2C(=O)NC(=O)C2=O)cc1 | -2.9 | -2 | 1 | 16 | 93 | 27 | -7 | 6 | -3 | 0.1
CC(C)Nc1nc(Cl)nc(NN(C)c2nc(N(C)C)nc(N(C)C)n2)n1 | -1.2 | -4 | -1 | 6 | 101 | 19 | 0 | 5 | 5 | -1.8
O=C(N/N=C/c1cccc(Oc2ccccc2)c1)c1cc[n+]([O-])cc1 | -2.8 | -6 | 0 | 14 | 99 | -3 | -2 | -5 | 3 | -0.3
O=C(O)c1cccc(Nc2ncnc3c2cnn3-c2ccccc2)c1 | -1.3 | x | 4 | 8 | 108 | 10 | -1 | -1 | 0 | 1.5
CCOc1ccc(/C=C/C(=O)c2c(O)c3ccccc3oc2=O)cc1 | -3.0 | x | 0 | 15 | 106 | -1 | 0 | -13 | -1 | 2.2
CC(C)OC(=O)/C(C#N)=C/c1cn(C)c2ccccc12 | 2.7 | 2 | -1 | -13 | x | -3 | 3 | -1 | 3 | -0.5
CCCCNC(=O)C1c2ccccc2Oc2ccccc21 | -1.8 | -1 | 4 | 8 | 98 | 2 | -1 | -3 | 1 | 1.8
COc1ccnc(-n2cccc2C#N)c1C#N | 0.0 | -3 | -1 | 0 | 96 | 40 | 8 | 8 | -1 | -0.2
CC(Sc1nnc(CNc2cccc3ccccc23)n1-c1ccccc1)C(=O)N/N=C/c1ccco1 (centres undefined) | -1.8 | 4 | 0 | 10 | 103 | 3 | -2 | -3 | -3 | -1.2
CCN(C1CCCCC1)S(=O)(=O)c1cc2c3c(c1)CCN3C(=O)CC2 | 2.3 | 4 | 1 | -15 | 104 | -5 | -3 | -3 | -2 | -0.8
COc1ccc(C2CC(c3ccccc3)=NN2C(=O)COC(=O)c2nc3nc(C)cc(C)n3n2)cc1 (centres undefined) | -0.6 | 0 | -3 | 3 | 108 | 9 | 0 | 5 | 3 | 0.0
COc1ccc(CNC(=O)c2nc(S(=O)(=O)Cc3ccccc3)ncc2Cl)cc1 | -4.8 | -5 | -46 | 24 | 103 | -1 | 1 | 10 | 4 | -1.0
N#Cc1c(N)n(CCOC(=O)c2ccc(Cl)cc2)c2nc3ccccc3nc12 | 1.7 | -2 | -5 | -9 | 96 | 3 | -1 | -2 | 7 | -1.3
CCS(=O)(=O)c1ccc2oc(SCC(=O)c3ccco3)nc2c1 | 0.9 | 7 | -6 | -4 | x | 1 | 2 | -3 | -3 | 1.5
CCN(CC)CCN(C)C1CCC(c2ccccc2)CC1 (centres undefined) | 2.5 | -11 | 2 | -14 | 102 | 3 | 2 | -5 | 0 | 0.9
COCCn1c(SCC(=O)N2CCC(C)CC2)nc2ccccc2c1=O | 0.6 | -2 | 2 | -3 | 96 | 19 | -2 | -2 | 3 | 0.7
O=C1CSC(=S)N1c1cccc(F)c1 | -2.5 | -2 | -5 | 13 | 116 | -16 | -3 | -8 | 4 | -0.8
COc1cccc2c1O/C(=N\O)C(C(=O)Nc1ccc(C)cc1)C2 (centres undefined) | -2.2 | 4 | -1 | 10 | 108 | 7 | 2 | -5 | 5 | -0.1
Nc1ccc(S(=O)(=O)NCc2ccccn2)cc1 | -3.4 | 3 | -1 | 15 | 101 | -12 | 3 | 0 | -1 | 1.4
Cc1cc(=O)oc(C)c1C(=O)NC1CCCCCCC1 | -2.2 | -1 | -9 | 11 | 103 | -13 | 5 | -6 | 6 | 0.7
O=C(NCC1CCCO1)c1ccc(CSCc2cccc(F)c2)o1 (centres undefined) | -1.5 | 0 | -3 | 8 | 107 | 5 | 1 | -16 | -3 | 0.6
CCCOc1cccc(C2C(C(=O)c3ccc(C)o3)=C(O)C(=O)N2c2nc(C)c(C(C)=O)s2)c1 (centres undefined) | 1.1 | -1 | -3 | -6 | 102 | 6 | -1 | 2 | -5 | -1.4

For reference, part of the list above:
SMILES | OPRM1-OPRD1 ag | Wnt bcat act | Keap1-Nrf2 PPI | MOR-DOR inv ag | Pemphigus Ab inh | Arr AP2 block | V-ATPase pHluor | Cardiac RTF inh | RTF Ca sens act | C-LANA FP
CC(CC(=O)N1CCc2ccccc21)S(=O)(=O)c1ccc2c(c1)NC(=O)CO2 (centres undefined) | -1.7 | -1 | 0 | 9 | x | -6 | -7 | -5 | -1 | 0.3
Cc1ccc(S(=O)(=O)N(CC(=O)NCc2ccncc2)Cc2ccccc2F)cc1 | -0.8 | 1 | -2 | 4 | 103 | 7 | -1 | -21 | 1 | 1.5

(list continues)
SMILES | OPRM1-OPRD1 ag | Wnt bcat act | Keap1-Nrf2 PPI | MOR-DOR inv ag | Pemphigus Ab inh | Arr AP2 block | V-ATPase pHluor | Cardiac RTF inh | RTF Ca sens act | C-LANA FP
CCOC(=O)C1=C(N)Oc2ccc3ccccc3c2C1c1cccc(O)c1 (centres undefined) | 2.1 | -1 | -3 | -10 | 91 | -10 | 0 | -6 | 3 | 0.9
Cc1cccc(C)c1OCCCCn1cnc2ccccc2c1=O | -2.2 | x | 2 | 11 | 101 | 6 | -5 | -7 | 2 | 0.6
Cc1ccc(C(C)NC(=S)NC2CCCCC2)c(C)c1 (centres undefined) | 4.8 | 3 | -5 | -20 | 113 | -4 | 3 | -11 | 4 | -1.5
Cc1c(C(=O)NCCSCc2ccco2)cccc1[N+](=O)[O-] | -1.0 | -5 | -3 | 5 | 104 | 0 | 1 | -6 | 5 | 1.6
O=C(NC1CCCCC1)N(Cc1ccc(F)cc1)Cc1nc2ccccc2c(=O)[nH]1 | 1.0 | -2 | 4 | -5 | 89 | 3 | -1 | -11 | -5 | -1.8
CCCn1c(N)c(N(CCOC)C(=O)COC(=O)CSc2cc(C)c3ccccc3n2)c(=O)[nH]c1=O | -3.1 | 3 | 4 | 17 | 96 | -19 | 1 | -5 | 6 | -0.6
CCOc1cc(S(=O)(=O)N2CCCCC2)ccc1Cl | 3.1 | x | 1 | -17 | 95 | 6 | -5 | 5 | -2 | 0.7
CCC(NC(=O)CCc1c(C)c2cc3c(-c4ccccc4)coc3cc2oc1=O)C(=O)O (centres undefined) | -3.1 | -2 | -11 | 14 | 98 | -2 | 0 | 1 | -3 | 0.2
CCOc1ccc(Br)cc1S(=O)(=O)Nc1ccc(C(=O)Nc2ccccc2OC)cc1 | 1.3 | -2 | -3 | -7 | 97 | -2 | 0 | -1 | -6 | -0.1
CN(CC(=O)Nc1cccc(S(=O)(=O)N2CCCC2)c1)CC(=O)Nc1ccc(Cl)c(C(F)(F)F)c1 | 1.1 | -11 | 1 | -7 | 102 | -4 | -1 | -8 | -7 | 0.2
O=C(O)CCCN1C(=O)c2ccccc2Sc2ncccc21 | -2.1 | 3 | -5 | 10 | 103 | -1 | 0 | -5 | 9 | 0.9
CC(=O)Nc1cc2c(cc1[N+](=O)[O-])-c1ccccc1C2=NO | 8.5 | 4 | 1 | -44 | 80 | 7 | -7 | 2 | -6 | 0.7
COn1c(SCc2ccccc2)nc2ccccc2c1=O | 7.5 | x | -1 | -38 | x | -1 | 1 | -7 | 2 | 0.1
Cc1ccc(Cn2cccc2/C=C2/C(=N)N3C=CSC3=NC2=O)cc1 | 6.2 | -3 | 3 | -33 | 114 | 6 | 4 | 8 | -4 | 1.1
Cn1c(N2CCN(C(c3ccccc3)c3ccccc3)CC2)nc2ccccc21 | 0.6 | 0 | 1 | -3 | 113 | 13 | 4 | -4 | 0 | 0.7
COc1ccc(N(CC(=O)Nc2cc(C)ccc2OC)S(=O)(=O)c2c(C)noc2C)cc1 | 1.9 | -4 | 1 | -10 | 98 | 0 | 2 | -7 | 1 | -0.7
O=C(CCN=C1NS(=O)(=O)c2ccccc21)Nc1ccc(F)cc1Cl | -0.6 | 6 | -6 | 2 | 105 | 4 | -4 | 5 | -1 | 0.9
COc1ccc(CN2CCC(Oc3ccc(C(=O)N4CCCCC4)cc3)CC2)cc1C | -1.6 | -1 | 2 | 9 | 98 | 36 | 2 | 0 | 0 | -0.2
